Bioassay records as filed in PubChem.
V1aR counter: activates human V1a receptor in oxytocin agonist counter-screen; P37288; CHO-V1R cells, Fluo-8 calcium fluorescence, agonist mode; 0% DMSO, 100% 3 nM vasopressin; activation, % at 3 µM; 320,000 tested, 0.25% active;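 active = activation above the mean activation of all tested compounds plus 3 SD, per screening run, cut at about 20% in these data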;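 note: signal is peak over basal fluorescence ratio across a 100 second FLIPR read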
Target sequence (P37288 whole entry, looked up): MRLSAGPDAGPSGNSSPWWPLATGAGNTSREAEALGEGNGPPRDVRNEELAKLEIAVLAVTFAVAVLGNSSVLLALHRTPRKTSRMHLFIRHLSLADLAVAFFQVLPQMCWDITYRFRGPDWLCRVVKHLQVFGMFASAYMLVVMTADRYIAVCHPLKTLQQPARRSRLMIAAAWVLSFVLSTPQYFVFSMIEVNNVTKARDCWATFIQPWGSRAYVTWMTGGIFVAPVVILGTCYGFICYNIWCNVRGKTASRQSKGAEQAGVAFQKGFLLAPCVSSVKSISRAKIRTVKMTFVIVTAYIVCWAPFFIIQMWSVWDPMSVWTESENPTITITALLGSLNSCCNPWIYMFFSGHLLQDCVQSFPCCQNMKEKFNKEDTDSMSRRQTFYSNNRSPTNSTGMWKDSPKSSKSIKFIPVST
OXTR ag: activates the human oxytocin receptor; activation, % at 3 µM; P30559; CHO-OTR cells, Fluo-8 calcium fluorescence; normalized: DMSO 0%, oxytocin 100%; AID 2435; 320,000 tested, 0.32% active;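 active = activation above the mean of all tested compounds plus 3 SD, cutoff set per screening run, cut at about 20% in these data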;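 note: peak over basal fluorescence ratio from a 100 s FLIPR kinetic read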
Target sequence (P30559 whole entry, looked up): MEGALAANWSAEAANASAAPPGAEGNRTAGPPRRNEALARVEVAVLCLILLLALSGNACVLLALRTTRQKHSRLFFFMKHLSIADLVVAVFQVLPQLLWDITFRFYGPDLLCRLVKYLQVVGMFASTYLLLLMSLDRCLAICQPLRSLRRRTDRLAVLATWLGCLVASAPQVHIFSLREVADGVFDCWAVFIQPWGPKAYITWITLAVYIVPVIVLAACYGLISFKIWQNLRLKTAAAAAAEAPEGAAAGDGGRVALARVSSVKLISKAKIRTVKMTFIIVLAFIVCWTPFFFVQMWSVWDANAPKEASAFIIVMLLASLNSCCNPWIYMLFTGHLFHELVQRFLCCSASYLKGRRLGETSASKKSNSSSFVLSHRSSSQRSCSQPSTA
GalR3 antagonist: blocks the human galanin receptor 3. O60755. HEK293 GalR3-CNG cAMP membrane potential fluorescence; galR3 body fused to GalR1 C-terminus. inhibition, % at 3 µM. 360,000 tested, 0.44% active. AID 651719;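 active = inhibition above the screen-wide average plus 3 SD, cut at about 13% in these data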;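 note: forskolin and galanin both at EC90 stimulate the cells; cAMP rise reported by CNG channel membrane potential dye signal; 0% = forskolin plus galanin with DMSO and 100% = forskolin alone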
The depositor's hits bear a star. Not all compounds are listed; count on the stated rates, not on these rows.

The first 15 records as a preview:
SMILES | V1aR counter | OXTR ag | GalR3 antagonist
CN(CC(=O)Nc1ccc(Cl)cc1)C(=O)CCc1nc2sc3c(c2c(=O)[nH]1)CCCC3 | 0.2 | 0.1 | 1
CCC(C(=O)OCC(=O)Nc1ccc2[nH]c(=O)[nH]c2c1)c1ccccc1 (centres undefined) | 0.9 | 2.4 | -2
O=S(=O)(NCC(c1cccs1)N1CCc2ccccc2C1)c1ccccc1 (centres undefined) | -0.2 | 0.3 | -3
Cc1c(NC(=O)COC(=O)CSc2ccc([N+](=O)[O-])cc2)c(=O)n(-c2ccccc2)n1C | 0.2 | 0.7 | -2
CCCCCCCNC(=O)C1(CC2CC(c3cccc(Br)c3)=NO2)CCN(C(=O)c2ccccc2)CC1 (centres undefined) | 0.8 | -0.8 | 6
O=C(CCNC(=O)c1ccco1)NCCN1C(=O)S/C(=C\c2ccc(F)cc2)C1=O | 7.2 | 4.6 | -2
CC(C)NC(=O)N(C)C[C@H]1Oc2c(NC(=O)C3CC3)cccc2C(=O)N([C@H](C)CO)C[C@@H]1C | 1.6 | 2.5 | -1
O=C(NC1CCN(Cc2ccccc2)C1)c1cc(S(=O)(=O)N2CCOCC2)ccc1Cl (centres undefined) | 0.5 | 0.7 | -7
COc1cc2ccccc2cc1C(=O)N1CCCC(C(F)(F)F)C1 (centres undefined) | -0.6 | -3.0 | -5
Cc1ccccc1CN(C)C(=O)COC(=O)CSc1ccc([N+](=O)[O-])cc1 | 1.3 | 1.7 | -4
CC(=O)c1c(OCC(=O)N(C)C2CCCCC2)ccc2c(C)cc(=O)oc12 | 0.5 | 0.8 | -7
CC(NC(=O)Cc1ccccc1)C(=O)O (centres undefined) | 0.6 | 0.9 | 9
COc1cc(NC(=O)c2ccc(N3CCCC3=O)cc2)cc(OC)c1 | -0.3 | -0.7 | -4
COc1ccc(NC(=O)CSCC(=O)Nc2ccccc2N2CCCCC2)cc1 | -1.2 | -1.9 | -4
CCC1NC(=O)c2ccccc2N1c1cccc(Cl)c1 (centres undefined) | -1.0 | -2.4 | -5

This part in full, previewed entries included:
SMILES | V1aR counter | OXTR ag | GalR3 antagonist
CN(CC(=O)Nc1ccc(Cl)cc1)C(=O)CCc1nc2sc3c(c2c(=O)[nH]1)CCCC3 | 0.2 | 0.1 | 1
CCC(C(=O)OCC(=O)Nc1ccc2[nH]c(=O)[nH]c2c1)c1ccccc1 (centres undefined) | 0.9 | 2.4 | -2
O=S(=O)(NCC(c1cccs1)N1CCc2ccccc2C1)c1ccccc1 (centres undefined) | -0.2 | 0.3 | -3
Cc1c(NC(=O)COC(=O)CSc2ccc([N+](=O)[O-])cc2)c(=O)n(-c2ccccc2)n1C | 0.2 | 0.7 | -2
CCCCCCCNC(=O)C1(CC2CC(c3cccc(Br)c3)=NO2)CCN(C(=O)c2ccccc2)CC1 (centres undefined) | 0.8 | -0.8 | 6
O=C(CCNC(=O)c1ccco1)NCCN1C(=O)S/C(=C\c2ccc(F)cc2)C1=O | 7.2 | 4.6 | -2
CC(C)NC(=O)N(C)C[C@H]1Oc2c(NC(=O)C3CC3)cccc2C(=O)N([C@H](C)CO)C[C@@H]1C | 1.6 | 2.5 | -1
O=C(NC1CCN(Cc2ccccc2)C1)c1cc(S(=O)(=O)N2CCOCC2)ccc1Cl (centres undefined) | 0.5 | 0.7 | -7
COc1cc2ccccc2cc1C(=O)N1CCCC(C(F)(F)F)C1 (centres undefined) | -0.6 | -3.0 | -5
Cc1ccccc1CN(C)C(=O)COC(=O)CSc1ccc([N+](=O)[O-])cc1 | 1.3 | 1.7 | -4
CC(=O)c1c(OCC(=O)N(C)C2CCCCC2)ccc2c(C)cc(=O)oc12 | 0.5 | 0.8 | -7
CC(NC(=O)Cc1ccccc1)C(=O)O (centres undefined) | 0.6 | 0.9 | 9
COc1cc(NC(=O)c2ccc(N3CCCC3=O)cc2)cc(OC)c1 | -0.3 | -0.7 | -4
COc1ccc(NC(=O)CSCC(=O)Nc2ccccc2N2CCCCC2)cc1 | -1.2 | -1.9 | -4
CCC1NC(=O)c2ccccc2N1c1cccc(Cl)c1 (centres undefined) | -1.0 | -2.4 | -5
COc1ccc(N2CCN(C(=O)CSc3nc4nc(C)cc(C)n4n3)CC2)cc1 | 1.0 | 0.2 | -5
CCOC(=O)Nc1ccc2c(COC(=O)CN(C)S(=O)(=O)c3ccc(C)cc3)cc(=O)oc2c1 | 0.1 | -0.3 | 3
c1cn(CCCNC2CCCCCCC2)cn1 | 0.1 | 0.1 | -4
CC(=O)CCc1ccccc1 | -0.1 | 0.1 | -5
Cc1sc2ncnc(N3CCC(C(=O)N(C)CC(=O)Nc4ccc(Cl)c(C(F)(F)F)c4)CC3)c2c1C | 0.0 | -0.6 | -4
O=C1NCCOC(=O)[C@@H](Cc2ccc(F)cc2)C/C=C\C[C@@H]1CC(=O)N(CCO)Cc1ccccc1 | -0.2 | 0.0 | 2
COc1ccc(OC)c(-c2nnc3n2N=C(c2ccc(OC)c(OC4CCOC4)c2)CS3)c1 (centres undefined) | -0.1 | -2.3 | 1
O=C(c1ccc(F)cc1)N1CCCC(c2nc(-c3ccncc3)no2)C1 (centres undefined) | 3.8 | 2.2 | -7
CC1C(=O)N2CCCc3cc(S(=O)(=O)N4CCN(c5cccc(Cl)c5)CC4)cc1c32 (centres undefined) | -1.6 | -1.6 | -3
CCOC(=O)[C@H]1[C@H]2COc3ccccc3[C@@H]2N2C(=O)[C@@H](CO)NC(=O)[C@@]12C | 0.6 | 0.9 | -4
CN(C)CCNC(=O)C(=O)Nc1ccc2c(c1)N(S(=O)(=O)c1cccs1)CCC2 | 2.2 | 3.9 | -8
COC(=O)Nc1ccc(S(=O)(=O)N2CCC(C(=O)NCc3ccc4c(c3)OCO4)CC2)cc1 | 0.7 | 0.6 | -3
COCCCNC(=O)CC1C[C@H](C(=O)N2CCOCC2)[C@@]2(C)c3[nH]c4ccccc4c3CCN2C1=O (some centres undefined) | 0.0 | -0.7 | -4
COc1ccc(CN2CC[C@H]3C=CCc4cccc(c43)C2)cc1 | 2.6 | 2.3 | -9
Cc1cccc(NC(=O)CNC(=O)c2sc3ccccc3c2Cl)n1 | 0.5 | -0.1 | -1
CCCNC(=O)C(Cc1ccc(F)cc1)NC(=O)c1ccccc1 (centres undefined) | -0.8 | -0.2 | -4
CN1CC(=O)N(CC(=O)NC2CCCCC2)C1=O | 2.5 | 0.3 | -5
CC(C)CN(C(=O)CCC(=O)OCC(=O)N(C)c1ccccc1)c1c(N)n(CC(C)C)c(=O)[nH]c1=O | 0.1 | -0.4 | 2
CN(C(=O)CN1C(=O)NC2(CCCc3ccccc32)C1=O)C1CCCCC1 (centres undefined) | 1.3 | 1.4 | -8
O=C(Nc1cccc(C(=O)O)c1)/C(=C/c1cccc([N+](=O)[O-])c1)NC(=O)c1cccc(Br)c1 | 1.8 | 0.2 | -5
O=C(NNC(=O)c1ccccc1-n1cccc1)c1cncc(Br)c1 | 1.2 | 1.9 | -1
O=C(c1ccc(-n2cncn2)c([N+](=O)[O-])c1)N1CCN(S(=O)(=O)c2ccccc2Br)CC1 | 3.9 | 1.0 | -3
CCC1(c2ccc(F)cc2)NC(=O)N(CC(=O)N2c3ccccc3NC(=O)C2(C)C)C1=O (centres undefined) | -0.7 | -1.0 | 3
O=C(Nc1cc(S(=O)(=O)N2CCCCC2)ccc1Cl)c1ccc(F)cc1 | 1.7 | 2.3 | -1
CN(C)Cc1ccccc1Sc1ccc2c(c1)CCCC2 | 0.1 | 0.1 | -4
COc1ccc(S(=O)(=O)N2CCOC23CCN(S(=O)(=O)c2ccc(F)cc2)CC3)cc1 | 2.3 | 1.3 | -1
COC(=O)C1=C(C(=O)OC)[C@@H]2Nc3ccccc3[C@@]23C[C@@H](C(=O)OC)N(C(=O)COCc2ccccc2)C3=N1 | -0.1 | -0.5 | -1
COc1ccc(CCNC(=O)COC(=O)c2cc(S(=O)(=O)N3CCOCC3)ccc2C)cc1OC | 0.7 | 0.5 | 3
CC(OC(=O)c1cnccn1)C(=O)Nc1nc(-c2cccc([N+](=O)[O-])c2)cs1 (centres undefined) | 6.0 | 8.0 | -3
Cc1c(O)c2ccccc2n(-c2ccccc2)c1=O | 1.5 | 1.8 | -5
NC(=O)c1ccsc1NC(=O)c1ccc([N+](=O)[O-])o1 | -0.2 | 0.7 | -5
COc1ccc(/C=C/C(=O)OCC(=O)N2CCc3ccccc32)cc1 | -0.2 | -0.2 | -4
O=C(Nc1cccc(S(=O)(=O)NC2=NCCC2)c1)c1ccc(F)cc1 | 1.0 | 0.9 | -3
CCC(C)N(C(=O)COC(=O)c1nc2nc(C)cc(C)n2n1)C1CCS(=O)(=O)C1 (centres undefined) | 0.1 | 0.1 | -2
Cc1ccc(S(=O)(=O)N2CCN(C(=O)Cc3c(F)cccc3Cl)CC2)cc1 | -0.1 | -1.3 | 4
CCCn1c(N)c(N(CCOC)C(=O)c2ccc(N3CCCC3=O)cc2)c(=O)[nH]c1=O | 0.9 | 1.0 | -3
c1ccc(C[C@H]2CNCCN2CCc2cccc3ccccc23)cc1 | 3.6 | 11 | -5
O=C(COC(=O)c1ccccc1Br)Nc1ccc2[nH]c(=O)[nH]c2c1 | -0.1 | -0.3 | 0
Cc1noc(C)c1COc1ccc(C(=O)Nc2nnc(CC(C)C)s2)cc1 | 9.7 | 10 | -7
CCOC(=O)C1CCN(C(=O)COC(=O)CNC(=O)c2sc3ccccc3c2Cl)CC1 | 4.0 | 1.4 | 1
COc1ccc(C(=O)c2c3ccc([N+](=O)[O-])cc3[n+]([O-])n2CCCC(N)=O)cc1 | 1.1 | 0.7 | -2
C[C@H](CO)N1C[C@H](C)[C@@H](CN(C)Cc2ccc(Cl)c(Cl)c2)Oc2c(NC(=O)Cc3ccccc3)cccc2C1=O | 1.7 | 0.9 | -4
C=CCN(c1ccccc1)S(=O)(=O)c1cccc(C(=O)NCC(c2ccc(F)cc2)N2CCOCC2)c1 (centres undefined) | -1.3 | -2.8 | -1
CCC[C@@H](CN1CCC[C@H]1CN1C(N)=NC[C@H]1CC(C)C)N1C[C@@H]([C@H](C)CC)N(CCCC2CCCC2)C1=N | 0.1 | 0.4 | -6
CC(C)N(C(=O)[C@H]1CC(CC(=O)NCc2cccc(C(F)(F)F)c2)C(=O)N2CCc3c([nH]c4ccccc34)[C@]12C)C(C)C (some centres undefined) | 0.9 | -1.3 | -7
(continued)
SMILES | V1aR counter | OXTR ag | GalR3 antagonist
C=CCn1c(SCC(=O)N(CC)C2CCS(=O)(=O)C2)nnc1-c1ccccc1 (centres undefined) | 1.1 | 0.9 | -5
COc1ccccc1C(=O)NC(=O)COC(=O)CCNS(=O)(=O)c1ccccc1 | -0.3 | -0.4 | -6
Cc1cc(C)cc(NC(=O)CSc2nc(=O)n(CCN3CCOCC3)c3c2CCCC3)c1 | 0.3 | -0.5 | -5
O=C(Nc1ccc(Cl)c(S(=O)(=O)N2CCCCC2)c1)c1cnccn1 | 1.7 | 0.7 | -6
COc1ccccc1-c1oc2ccccc2c1-c1ccccc1OC | 1.6 | 1.1 | -6
Cc1nnc(SCC2=C(C(=O)O)N3C(=O)C(NC(=O)Cc4ccccc4)C3SC2)s1 (centres undefined) | -0.1 | 0.3 | 3
Cc1ccc(-c2csc(NCCc3nc4cc(Cl)c(Cl)cc4n3CCOCCO)n2)cc1 | 0.1 | -0.6 | -6
CCOC(=O)C1=C(COC(=O)CCOc2ccc(OC)cc2)NC(=O)NC1C (centres undefined) | 2.0 | -0.5 | -4
O=C(c1ccc([N+](=O)[O-])o1)N1CCN(c2nc3c(Cl)cccc3s2)CC1 | 1.8 | 0.0 | -3
COc1ccc(CCNC(=O)c2cc3cc(F)ccc3nc2C)cc1OC | 4.2 | 2.6 | -3
S=C(NCc1ccccc1)N1CCN(C(=S)NCc2ccccc2)CC1 | 2.4 | 2.3 | -4
CCN(CC)CCn1c2c(c(SCC(=O)Nc3ccc(C(C)C)cc3)nc1=O)CCCC2 | 0.3 | -0.8 | -2

Two entries from above, as a markdown table.
| smiles | V1aR counter | OXTR ag | GalR3 antagonist |
| --- | --- | --- | --- |
| CCOC(=O)C1=C(COC(=O)CCOc2ccc(OC)cc2)NC(=O)NC1C (centres undefined) | 2.0 | -0.5 | -4 |
| S=C(NCc1ccccc1)N1CCN(C(=S)NCc2ccccc2)CC1 | 2.4 | 2.3 | -4 |

Later entries:
SMILES | V1aR counter | OXTR ag | GalR3 antagonist
C/C(=C\[C@@H](NP(=O)(c1ccccc1)c1ccccc1)c1ccccc1)CO[Si](c1ccccc1)(c1ccccc1)C(C)(C)C | -1.3 | -0.9 | 3
COC(C/C=C\[C@H](O)[C@@H](C)OCc1ccccc1)OC | 0.6 | 0.1 | 4
Cc1csc(NC(=O)CSc2nnc(NC(=O)NC(C)(C)C)s2)n1 | 0.7 | 0.1 | -3
Cc1cc(C)cc(C(=O)NCC(=O)OCc2nc(N)nc(Nc3ccccc3C)n2)c1 | -1.0 | -1.9 | 1
COc1ccc2oc(C(=O)OC(C)C(=O)N3CCC(C)CC3)c(C)c2c1 (centres undefined) | 2.7 | 0.1 | -3
Cc1ccc(C)c(NC(=O)CN(C)C(=O)c2sccc2C)c1 | -0.9 | 0.0 | -3
Cc1ccc(C(=O)c2ccc(CC(=O)O)n2C)cc1 | 0.0 | -0.8 | -4
CC(=O)c1ccc(S(=O)(=O)NCCC(=O)N2CCN(c3ccccn3)CC2)cc1 | -0.3 | -0.4 | -3
O=C(COc1ccc(Cl)cc1Cl)NCC1(N2CCOCC2)CCCCC1 | -0.5 | -1.9 | -2
